# human PMI inhibitors = MPI inhibition at elevated mannose 6-phosphate – biochemical, fluorescence intensity, high mannose 6-phosphate, primary screen (AID 1220); recombinant PMI enzyme, coupled fluorescence intensity; higher % means a stronger effect; one-dose inhibition, % at 20 µM; IC50 in µM for titrated hits; 0.66% of 190,000 active
# LYP phosphatase = inhibitors of LYP phosphatase, biochemical, fluorescence intensity, uHTS (AID 1779). recombinant LYP phosphatase, fluorescence intensity; higher % means a stronger effect. inhibition, % at 11.5 µM; hits with a dose series show IC50 in µM. 0.054% of 290,000 active;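 note: plate controls were vehicle with enzyme for no effect and no enzyme for full effect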
# Myeloid diff 2 = compounds promoting myeloid differentiation. ER-HoxA9 myeloid progenitors, lysozyme-GFP differentiation, flow cytometry. calls only at 10 µM. 1% of 360,000 active. AID 624256;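 active = normalized GFP-positive differentiation at or above the plate's own cutoff, the solvent-only control mean plus 3 SD; inconclusive = no clear call, values can overlap the other calls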;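 note: cells exposed to compound for four days before flow analysis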
# P. falciparum M17LAP = P. falciparum M17LAP inhibitors, primary screen, biochemical, fluorogenic H-Leu-NHMec substrate, 1536-well (AID 1619) | recombinant M17LAP, H-Leu-NHMec fluorogenic kinetic assay; higher % means a stronger effect | inhibition, % at 30 µM; hits with a dose series show IC50 in µM | 0.38% of 220,000 active;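 active = compound inhibiting the enzyme by more than half at any dose during confirmatory dose-response retesting; inconclusive = strong single-dose inhibitors picked by rank but not retested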;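 note: plate controls were full reaction with DMSO carrier for no effect and no enzyme background for full effect; strong numbers were not always called active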
# TNAP activators = stimulation of alkaline phosphatase TNAP activity – biochemical, luminescent, no phosphate acceptor, uHTS, primary screen (AID 1001); 0.03% of 200,000 active; activation fold at 20 µM, or EC50 in µM where a hit was titrated; purified TNAP, luminescent activation assay, no phosphate acceptor; higher activation fold means a stronger effect; in the data active = activation fold from about 3, or a potency from the dose series; inactive = the rest, 99 in 100 with activation fold below about 1.6; note: many of its hits are not listed in these tables
# ER stress rescue = protection against thapsigargin-triggered cell killing – 384-well, CSM14.1, ATP luminescence, primary screen (AID 1222); CSM14.1 thapsigargin-induced death rescue, ATP luminescence; higher % means a stronger effect; cellular ATP content (survival), % at 20 µM; hits with a dose series show EC50 in µM; 190,000 tested, under 10 active;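 active = EC50 below 50 µM in the dose-response confirmation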;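 note: death triggered by thapsigargin at about 15 µM added after 2 h compound pretreatment; cell ATP read after overnight thapsigargin exposure of roughly 18 to 22 hours; normalized against plate controls of thapsigargin alone and 5% DMSO vehicle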
# XIAP antagonists = XIAP antagonists, biochemical, IAP family, fluorescence polarization (AID 1018) | XIAP BIR domain, fluorescence polarization peptide displacement; higher % means a stronger effect | displacement, % at 20 µM, or IC50 in µM where a hit was titrated | 0.007% of 200,000 active; in the data active = displacement above about 50%; note: a part of the inactive calls stands beside numbers as strong as those of hits
# M1AAP inhibition = P. falciparum M1AAP inhibitors, biochemical, fluorogenic H-Leu-NHMec substrate, 1536-well (AID 1445). recombinant M1AAP, H-Leu-NHMec fluorogenic kinetic assay; higher % means a stronger effect. inhibition, % at 30 µM; hits with a dose series show IC50 in µM. 0.42% of 220,000 active;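 active = primary inhibition above the hit cutoff, then over 50% inhibition at one or more dose response concentrations, cut at about 23% in these data, passing the limit was not always enough; inconclusive = conflicting primary data, or primary hits not chosen for dose response; inactive = low primary inhibition, or under 50% at every dose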;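 note: plate controls were DMSO full reaction for no effect and no enzyme background for full effect; strong numbers were not always called active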
# PMI inhibitors = inhibitors of human PMI, primary screen, biochemical, fluorescence intensity, coupled assay (AID 1209) | purified PMI enzyme, coupled fluorescence intensity; higher % means a stronger effect | inhibition, % at 20 µM; hits with a dose series show IC50 in µM | 0.42% of 190,000 active;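 note: plate controls were DMSO vehicle for no effect and wells lacking substrate for full effect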
# Myeloid diff 2 GFP+ MAC1+ % = further read-out of Myeloid diff 2, marked with its call; GFP+ MAC1+ double positive, %; measured here: differentiation confirmed by MAC1 staining
# The depositor's hits bear a star; i = inactive; ? = inconclusive; . = no result given. Cut-off read from the data, not from the text of the source, unless noted: active = inhibition above about 50%; inactive = the rest.
SMILES,human PMI inhibitors,LYP phosphatase,Myeloid diff 2,Myeloid diff 2 GFP+ MAC1+ %,P. falciparum M17LAP,TNAP activators,ER stress rescue,XIAP antagonists,M1AAP inhibition,PMI inhibitors
Cc1nc2sc(C(c3cccs3)N3CCN(c4cccc(Cl)c4)CC3)c(O)n2n1 (stereo not drawn),9%,-2%,i,3.2,3%,1.1,1.4%,1.4%,5%,5%
O=C(Cn1nnc(-c2ccccc2)n1)OCc1csc(-c2ccccc2)n1,-2%,-5%,i,0.7,15%,1.1,-3.0%,-1.5%,5%,-1%
CCCOC(=O)CC1C(=O)NCCN1Cc1cc(OC)cc(OC)c1 (stereo not drawn),15%,-2%,i,0.1,.,1,-0.2%,0.1%,.,6%
CCOc1ccc(CC(=O)N/N=C/c2cccnc2)cc1,.,0%,i,1.0,-4%,.,.,.,-2%,.
Cc1c(NC(=O)c2noc(C(C)C)c2[N+](=O)[O-])c(=O)n(-c2ccccc2)n1C,-15%,-7%,i,0.8,7%,1.2,1.6%,-0.2%,1%,-10%
C/C(CC(=O)Nc1ccc(C)c(Cl)c1)=N\NC(=O)Cc1cccs1,.,-9%,i,0.6,-4%,.,.,.,5%,.
O=C(CC1(O)C(=O)Nc2ccccc21)c1ccccc1O (stereo not drawn),16%,-8%,.,.,2%,1.1,-0.2%,-4.1%,6%,10%
O=C(NCc1ccc(Cl)cc1)c1cccnc1,-5%,-5%,i,2.1,0%,0.9,-0.6%,-1.9%,4%,-7%
CCOC(=O)N1CCN(c2c(N3CCC(N4CCCCC4)CC3)c(=O)c2=O)CC1,0%,-3%,i,2.3,4%,1.1,-0.7%,-1.5%,9%,4%
O=C(CCC(=O)N(c1cccc(F)c1)C(C(=O)NC1CCCC1)c1ccncc1)Nc1cccnc1 (stereo not drawn),-8%,-8%,i,0.4,-4%,1.1,-1.5%,-5.9%,-1%,-6%
CCc1nnc(NC(=O)CCC(=O)N2CCN(Cc3cc(F)ccc3OC)CC2)s1,8%,0%,i,0.2,0%,1.1,-0.3%,-1.6%,-4%,9%
Cc1onc(-c2ccccc2)c1C(=O)N1CCN(Cc2ccc3c(c2)OCO3)CC1,.,-9%,i,0.6,5%,1,0.9%,-3.7%,11%,.
CC(C)Sc1nc(N2CCOCC2)c2c(c1C#N)CC(C)(C)N(C)C2,-40%,-6%,i,0.4,-13%,1.1,-3.2%,1.5%,1%,-21%
COc1ccc(/C=C/C(=O)c2ccccc2)cc1Cn1nnc2ccccc21,0%,4%,i,0.5,7%,1.1,0.8%,-7.2%,9%,9%
COc1ccc(Nc2nc(N)c([N+](=O)[O-])c(N3CCOCC3)n2)cc1,.,2%,i,0.6,33%,.,.,.,9%,.
Cc1ccc(Nc2nc3ccccc3nc2Nc2c(C)n(C)n(-c3ccccc3)c2=O)cc1,15%,1%,i,0.0,-4%,1,-1.5%,-3.8%,-4%,8%
COCCn1cnnc1SCC(=O)Nc1ccccc1C(=O)Nc1ccc2c(c1)OCO2,-63%,6%,i,1.1,8%,1,-1.4%,-3.1%,6%,-27%
CCOc1ccc(Nc2nc(Cc3nnc(SCC(=O)NC4CCCCC4)n3C)cs2)cc1,12%,-2%,i,1.4,27%,1.1,-0.1%,-3.8%,1%,12%
CCOC(=O)c1c(NC(=O)CSc2nnc(-c3ccc(C)cc3)o2)sc(C(C)=O)c1C,-7%,9%,i,1.3,-8%,1,2.0%,-5.7%,17%,-4%
Nc1nnc(CCCCCc2nnc(N)s2)s1,13%,-6%,i,0.3,11%,1.1,-0.6%,-7.3%,7%,6%
Cc1cc(C)c(C)c(C(=O)COC(=O)CNC(=O)CN2C(=O)c3ccccc3C2=O)c1C,6%,-1%,?,.,-4%,1.1,-0.7%,-4.7%,-8%,6%
O=S(=O)(c1cccc(-c2csc(-c3cccnc3)n2)c1)N1CCCCC1,-5%,-8%,i,7.0,-5%,1,-1.9%,-5.3%,8%,-5%
O=C1COc2ccc(C(=O)COC(=O)c3ccc4ccccc4n3)cc2N1,-1%,4%,i,0.9,2%,0.9,.,-8.0%,-6%,-8%
COc1ccc(CNCC(=O)Nc2sccc2C#N)cc1,21%,-2%,.,.,-2%,1.1,-1.1%,-0.7%,0%,23%
Cc1c2c(nc3c(C)cccc13)OC(C)C2 (stereo not drawn),16%,-2%,i,0.3,-2%,1,-1.2%,-6.7%,-3%,10%

# Continued; the last 2 above are carried over.
SMILES,human PMI inhibitors,LYP phosphatase,Myeloid diff 2,Myeloid diff 2 GFP+ MAC1+ %,P. falciparum M17LAP,TNAP activators,ER stress rescue,XIAP antagonists,M1AAP inhibition,PMI inhibitors
COc1ccc(CNCC(=O)Nc2sccc2C#N)cc1,21%,-2%,.,.,-2%,1.1,-1.1%,-0.7%,0%,23%
Cc1c2c(nc3c(C)cccc13)OC(C)C2 (stereo not drawn),16%,-2%,i,0.3,-2%,1,-1.2%,-6.7%,-3%,10%
CC(C)Cn1c(=O)[nH]c2ccccc21,-4%,-3%,i,1.1,-2%,1.1,-2.6%,-4.2%,-4%,0%
C/C(CC(=O)Nc1cccc(C(F)(F)F)c1)=N/NC(=O)C(=O)NCCO,.,-6%,i,0.3,0%,.,.,.,9%,.
COCCCN(CC(=O)Nc1ccc(N2CCOCC2)cc1)S(=O)(=O)c1ccccc1,9%,-11%,i,0.3,0%,1,-1.1%,-3.8%,2%,7%
Nc1ccc(S(=O)(=O)NC2=NCCCCC2)cc1N,23%,0%,i,0.5,5%,1.1,1.2%,-6.8%,2%,4%
COc1ccc(NC(=O)CCCn2c(=O)c3sccc3n(Cc3ccc(C)cc3)c2=O)cc1,14%,3%,i,1.0,-25%,1.1,-0.6%,-12%,3%,18%
COc1ccc2[nH]c(=O)c(CN(Cc3cccs3)Cc3nnnn3Cc3ccccc3)cc2c1,6%,2%,i,1.6,-6%,1.1,0.4%,-6.9%,3%,15%
Cc1ccc(-c2nc(CN(C)C3CCOC3)c(C)o2)s1 (stereo not drawn),-1%,-3%,i,0.3,5%,1.1,0.4%,-5.6%,0%,10%
Cc1cc(C)cc(N2C(=O)CC(Sc3ncn[nH]3)C2=O)c1 (stereo not drawn),20%,-6%,i,0.2,.,1.3,-4.1%,-5.6%,.,.
COc1ccc(C[C@H]2CN3C(=NC[C@@H]3Cc3ccc(O)cc3)N2C[C@H](C)NC(=O)CCC2CCCCC2)cc1,.,-6%,i,1.6,-14%,.,.,.,1%,.
COc1ccc(C(=O)c2ccc(OC)c(OC)c2)cc1OC,7%,-5%,i,0.5,23%,1,1.6%,-2.2%,3%,-2%
Nc1c(Cl)cnc(C(Cl)(Cl)Cl)c1Cl,8%,-1%,i,0.2,0%,1.1,0.8%,-0.7%,1%,7%
Cn1c(=O)c2c(SCC(N)=O)nc(CC(C)(C)C)nc2n(C)c1=O,18%,-2%,i,3.4,14%,1.1,.,-1.5%,-2%,16%
Cc1ccccc1Cn1c(=O)[nH]c2ccccc21,.,-2%,i,0.8,4%,.,.,.,0%,.
COc1cc2nc(NC(=O)c3ccccc3)[nH]c(=O)c2cc1OC,7%,2%,i,1.0,0%,1,-2.5%,0.5%,-2%,9%
CC1CCC2C(=O)N(c3ccc(NC4CCCCC4)c([N+](=O)[O-])c3)C(=O)C2C1 (stereo not drawn),-5%,0%,i,0.4,18%,0.9,-1.8%,-0.6%,11%,3%
Cc1cc(C)n(-c2cc(N3CCN(C(=O)c4cccc(F)c4)CC3)ccc2[N+](=O)[O-])n1,-6%,-1%,i,0.5,10%,0.9,-0.4%,-4.3%,-6%,-13%
CCOC(=O)c1nnn(-c2nonc2-n2cccc2)c1CN1CCOCC1,7%,-1%,i,9.8,-5%,1.1,3.4%,-3.9%,2%,8%
N#Cc1c(-c2ccco2)cc(C2CC2)nc1SCC(=O)c1ccccc1,5%,-6%,i,2.2,3%,1.1,-1.8%,-7.7%,9%,-2%
Cc1ccc(-n2ncc3ccccc3c2=O)cc1Cl,2%,-2%,i,0.5,9%,1.1,1.5%,-4.6%,-1%,-9%
Cc1cc(NC(=O)Nc2cccc([N+](=O)[O-])c2)no1,9%,3%,i,0.1,14%,1,-2.0%,-22%,-3%,6%
CC1(C)CNC(=O)c2sc(NC(=O)CN3CCOCC3)nc2C1,-3%,-1%,i,0.5,17%,1.1,-2.0%,-3.3%,4%,2%
COc1cc(OC)c(C2=NOC(C(=O)Nc3c(C)n(C)n(-c4ccccc4)c3=O)C2)cc1Cl (stereo not drawn),-3%,-4%,i,0.1,9%,1.1,0.4%,-3.3%,7%,-4%
C=CCSC1=Nc2cc(OC)c(OC)cc2C2=NC(=O)CN12,-8%,-6%,i,0.2,15%,1.2,-0.5%,-2.6%,0%,-16%
CC(C)(C)c1cc(CN(CCO)CCO)cc(C(C)(C)C)c1O,43%,-6%,i,3.2,-5%,1,1.2%,-5.8%,-2%,47%
CCOC(=O)C1CCN(C(=O)CCCCn2c(=O)[nH]c3ccccc3c2=O)CC1,-1%,-4%,i,0.6,-3%,1.1,18%,-1.1%,-1%,-5%
SMILES,human PMI inhibitors,LYP phosphatase,Myeloid diff 2,Myeloid diff 2 GFP+ MAC1+ %,P. falciparum M17LAP,TNAP activators,ER stress rescue,XIAP antagonists,M1AAP inhibition,PMI inhibitors
O=S(=O)(c1ccc2c(c1)OCCO2)N1CCC(n2nnc3cc(C(F)(F)F)ccc32)CC1,7%,-1%,i,0.7,-14%,1.1,1.1%,5.0%,-4%,5%
Cn1cnnc1SCC(=O)N1c2ccccc2-c2c(ssc2=S)C1(C)C,10%,-1%,.,.,.,0.9,0.3%,-3.6%,.,8%
COc1ccc(/C=C/C(=O)c2ccc[nH]2)cc1OC,-3%,-2%,i,1.1,11%,1.2,-1.7%,-1.2%,8%,-10%
CC(C)c1ccc(S(=O)(=O)/N=C2/C=C(Sc3ncn[nH]3)C(=O)c3ccccc32)cc1,80%*,-2%,i,3.4,33%,0.5,-6.1%,-7.0%,?,95%*
O=C(COC(=O)[C@@H]1CC(O)CN1S(=O)(=O)c1ccc([N+](=O)[O-])cc1)NC12CC3CC(CC(C3)C1)C2 (stereo partly drawn),-44%,-5%,i,0.6,-2%,1.1,-0.9%,-4.5%,-12%,-17%
CC1CCN(c2ccc(C(=O)Nc3ccc4c(c3)OCO4)cc2[N+](=O)[O-])CC1,14%,5%,i,0.1,12%,1.1,-1.4%,-8.7%,4%,24%
O=C(NC1CCN(C(=O)N2CCOCC2)CC1)c1ccccc1,-4%,-11%,i,0.6,-1%,1.1,-1.9%,-7.5%,3%,-5%
CCC(CC)C(=O)NCCCCc1ccccc1,-4%,-2%,i,0.9,-9%,1.1,-7.3%,-17%,3%,-5%
Cc1csc(NS(=O)(=O)c2cccc([N+](=O)[O-])c2)n1,13%,-7%,.,.,0%,1.1,-0.5%,-14%,7%,8%
C#CCNC(=O)C1=C[C@@H](C2CC2)[C@H](CCCO)[C@@H](OCC)O1,-6%,-4%,i,2.2,-5%,1.1,-0.4%,-6.7%,8%,-3%

# High-throughput results as filed in PubChem BioAssay.
